# Screens from PubChem.
# TSHR antagonist: human thyrotropin receptor antagonism; TSHR-expressing cells, TSH-stimulated cAMP HTRF, 2 h; stronger effect = lower value; actives 0.2% (n = 330,000); P16473; activity change, negative = inhibition, % at 11.5 µM;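 active = activity change below a set negative limit, meaning inhibition stronger than a set level, cut at about -70% in these data; inconclusive = activity change between two set negative limits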; note: % is set by controls: 0 for no effect and ±100 for the full control effect
#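 Freshly harvested TSHR cells receive pin-tooled compound, then EC80 TSH at 4nM final. After 2 hours at 37 deg C, antibody in lysis buffer and cAMP-d2 are added; 30 minutes at ambient temperature precede the HTRF read.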
# ELG1 DNA repair: blocks ELG1-dependent DNA repair in HEK293T cells. HEK293T ELG1-luciferase reporter, luminescence, 16 h; DNA damage induced by 5-fluorouridine. Potency, µM (titrated, usually from 46.1 µM), inactives show top-dose activity change, negative = inhibition, actives largely listed as inhibitors. actives 2.3% (n = 330,000); note: potency is the fitted concentration of half-maximal effect; % is set by controls: 0 for no effect and ±100 for the full control effect; nearly all actives have a fitted effect of over 55% in size
#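 Cells (2,000 per well) received 5-fluorouridine plus test compound or DMSO and were incubated 16 hr at 37 °C, 5% CO2. Luciferase activity was read by luminescence 30 min after ONE-Glo addition; signal suppression marked inhibition of damage-induced ELG1 function.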
# A-T KAP1 phos: potential ataxia-telangiectasia treatments restoring KAP-1 phosphorylation | Potency, µM (doses to about 57.5 µM), for inactives: top-dose activation, usual class: activators | actives 0.19% (n = 320,000) | AID 485349 | […] A-T fibroblasts, KAP-1 phosphorylation AlphaLISA; neocarzinostatin DNA damage 30 min before lysis; note: potency is the fitted concentration of half-maximal effect; % of control where 0% means no effect; nearly all actives have a fitted effect of over 45% in size
#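 ATM-like activity read as KAP-1 phosphorylation via AlphaLISA donor/acceptor antibody pairs after lysis and 6 hr at 25C. Cells were ATM-null patient fibroblasts ([…], hTERT), dosed 60 min, then exposed to the DSB inducer NCS for 30 min.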
# Integrin act MD: activates integrin-mediated alleviation for muscular dystrophy. alpha7betagal myoblasts, beta-gal FDG fluorescence, 48 h. Potency, µM (series often up to 38.3 µM), for inactives: top-dose activation, actives largely listed as activators. actives 0.064% (n = 350,000);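 note: potency is the fitted concentration of half-maximal effect; 100% = response of the positive control SU9516; nearly all actives have a fitted effect of over 60% in size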
#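 Alpha7betagal+/- myoblasts (passage 13) were plated 16-24 hr, then exposed to compounds (1:260 dilution of DMSO stock) for 48 hours at 37C. After MPER lysis, β-galactosidase reporter activity was read as FDG fluorescence (ex 480/em 540) after 30 minutes.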
# Tb PFK block: T. brucei PFK enzyme inhibition | Potency, µM (top dose mostly 57.5 µM), inactives show top-dose activity, negative = inhibition, hits mostly inhibitors | actives 0.17% (n = 330,000) | T. brucei PFK, ADP-Glo luminescence | O15648;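 note: potency is the fitted concentration of half-maximal effect; 0% = uninhibited 1x PFK enzyme wells and -100% = no-enzyme wells; nearly all actives have a fitted effect of over 60% in size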
#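 Compounds were pin-transferred as a titration series up to 57 uM into substrate buffer (0.5 mM F6P, 0.1 mM ATP, pH 8.0), then 1.25 nM PFK was added and reactions ran 45 min before ADP-Glo detection.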
# Mito fusion act: blocks mitochondrial division or promotes mitochondrial fusion. actives 0.23% (n = 320,000). S. cerevisiae fusion-defective mutant growth rescue, CellTiterGlo 48 h. Potency, µM (titrated, usually from 46.1 µM), inactives show at the highest dose growth rescue (activation), hits mostly activators;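 note: potency is the fitted concentration of half-maximal effect; % of control where 0% means no effect; nearly all actives have a fitted effect of over 45% in size; temperature-sensitive fusion mutants such as fzo1-1 at 37 °C on non-fermentable ethanol glycerol medium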
#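 Growth-rescue viability read-out: after 48 h at the non-permissive 37C in glycerol/ethanol YPEG, yeast mitochondrial fusion mutants are measured by CellTiterGlo luminescence; compounds (23 nl pinned per well) restoring growth score as division inhibitors or fusion activators.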
# ASM inhibitor: inhibitors of human secretory acid sphingomyelinase. Potency, µM (titrated, usually from 57.5 µM), for inactives: top-dose activity change, negative = inhibition, usual class: inhibitors. P17405. placental ASM, HMU-PC fluorogenic substrate, 60 min. actives 0.006% (n = 340,000); note: potency is the fitted concentration of half-maximal effect
# Target sequence (P17405 47-631 limits assumed): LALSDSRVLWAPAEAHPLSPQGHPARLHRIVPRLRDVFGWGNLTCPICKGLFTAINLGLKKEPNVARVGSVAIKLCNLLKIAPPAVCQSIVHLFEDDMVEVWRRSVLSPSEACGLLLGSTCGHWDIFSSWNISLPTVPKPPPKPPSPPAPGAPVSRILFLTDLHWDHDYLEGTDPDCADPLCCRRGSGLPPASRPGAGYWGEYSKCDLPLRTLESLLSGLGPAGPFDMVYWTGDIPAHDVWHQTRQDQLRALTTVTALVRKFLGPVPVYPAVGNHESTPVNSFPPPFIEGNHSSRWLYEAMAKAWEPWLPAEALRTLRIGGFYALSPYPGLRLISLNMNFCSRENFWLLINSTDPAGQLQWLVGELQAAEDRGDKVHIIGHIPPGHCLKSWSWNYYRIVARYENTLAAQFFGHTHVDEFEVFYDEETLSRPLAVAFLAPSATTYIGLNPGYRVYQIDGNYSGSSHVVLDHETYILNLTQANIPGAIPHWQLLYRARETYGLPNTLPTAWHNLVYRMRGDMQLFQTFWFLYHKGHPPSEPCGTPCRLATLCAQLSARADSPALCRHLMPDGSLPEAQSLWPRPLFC
#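 Steps: dispense placental human ASM, pin compound, wait 10 min at room temperature, add HMU-PC0 substrate at 9 uM final, incubate 60 min at 37 °C, add stop solution raising pH to 10, read fluorescence.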
# TCR activator: activates T cell receptor signaling | primary human leukocytes, anti-CD3, IL-2 HTRF, 48 h | Potency, µM (doses to about 9.22 µM), for inactives: at the top dose activation of IL-2 secretion, hits mostly activators | 330,000 tested, under 10 active; note: % of control where 0% means no effect
#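 Compounds are tested in HTS on primary human leukocytes co-incubated with a-CD3 beads for 48 hr. IL-2 output is measured by time-resolved FRET.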
# BCR signal inh: blocks chronic active B-cell receptor signaling. ABC-DLBCL IkBa-CBG/CBR reporter, luminescence ratio, 4 h. Potency, µM (titrated, usually from 46.1 µM), without a hit: at the top dose ratio change, negative = lower green/red ratio, actives largely listed as inhibitors. actives 0.05% (n = 340,000). AID 493014; active = well fitted inhibition curve with a large enough effect in the signal ratio, with a control signal flat, not every such curve was filed as active; inconclusive = small, poorly fitted or top-dose-only effect, or effect the other way, or a change in a side signal; the % refers to the signal ratio;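 note: potency is the fitted concentration of half-maximal effect; plate controls were basal doxycycline-induced cells for no effect and cells given 10 µM MG132 for full effect; MG132 reads +100%, hits lower the ratio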
#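 Concentration-response series (up to 46 uM) were applied to TMD8 dual-reporter cells for 4 h at 37C with doxycycline. Green/red ratio, after filter-overlap correction, defined %Activity; red signal alone was normalised to basal cells and zero luminescence.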
# PTAP TSG101 blk: blocks PTAP/TSG101 interaction to inhibit HIV-1 budding; Q99816; Potency, µM (doses to about 115 µM), inactives show top-dose activity change, negative = inhibition, actives largely listed as inhibitors; Fluorescence polarization, FITC-PTAP peptide / Tsg101 binding; 340,000 tested, under 10 active; active = well fitted inhibition curve with a large enough effect in the main read-out, with a control signal flat, not every such curve was filed as active; inconclusive = small, poorly fitted or top-dose-only effect, or effect the other way, or a change in a side signal; inactive = no such curve, though single readings can be large or run the other way; note: potency is the fitted concentration of half-maximal effect; % of control where 0% means no effect
#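 Steps: Tsg101 binding domain dispensed (10 uM final), compounds pinned in DMSO, FITC-labeled PTAP-motif peptide added (50 nM final); after 20 min binding at room temperature, polarization measured.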
# Eya2 inh: blocks the phosphatase activity of human Eya2; recombinant Eya2, OMFP fluorescence dephosphorylation (OMFP is methylfluorescein phosphate); Potency, µM (highest dose often 76.9 µM), without a hit: at the highest dose activity, negative = inhibition, actives largely listed as inhibitors; actives 0.006% (n = 330,000); AID 488837; O00167; note: potency is the fitted concentration of half-maximal effect; % is set by controls: 0 for no effect and ±100 for the full control effect
# Target sequence (O00167 whole entry, looked up): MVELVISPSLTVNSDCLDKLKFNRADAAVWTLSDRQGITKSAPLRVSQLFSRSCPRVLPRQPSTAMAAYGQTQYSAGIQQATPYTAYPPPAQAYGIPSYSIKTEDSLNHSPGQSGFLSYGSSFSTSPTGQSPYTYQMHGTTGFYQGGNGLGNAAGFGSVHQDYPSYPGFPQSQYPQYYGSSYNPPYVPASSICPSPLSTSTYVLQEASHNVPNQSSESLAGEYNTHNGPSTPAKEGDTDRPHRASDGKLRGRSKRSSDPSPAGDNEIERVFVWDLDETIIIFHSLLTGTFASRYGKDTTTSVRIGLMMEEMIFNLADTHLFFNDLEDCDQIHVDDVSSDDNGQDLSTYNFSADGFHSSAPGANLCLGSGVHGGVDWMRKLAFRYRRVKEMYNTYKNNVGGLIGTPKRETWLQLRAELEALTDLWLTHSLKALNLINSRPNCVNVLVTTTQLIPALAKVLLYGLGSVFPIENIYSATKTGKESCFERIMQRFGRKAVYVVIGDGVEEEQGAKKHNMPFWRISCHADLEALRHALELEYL
#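 Eya2 (0.2 uM) preincubated 10 min at ambient with compound, then OMFP substrate added at 50 uM; 10 min reaction in 50 mM HEPES pH 7.5, 50 mM NaCl, 5 uM MgCl2, 0.05% BSA, 1 mM DTT. Fluorescence read at Ex 485/Em 525 nm.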
# The depositor's hits bear a star; u = inconclusive; x = no result given; & = joins results of further samples; [ ] = another dose, or the depositor's remark. Unless noted, calls come from the whole dose curve; as a rule, active = well fitted curve in the direction sought with a large enough effect; inconclusive = small, poorly fitted or top-dose-only effect, or another doubt; inactive = no such curve, though single readings can be large; an effect the other way counts as inactive or inconclusive.
SMILES,TSHR antagonist,ELG1 DNA repair,A-T KAP1 phos,Integrin act MD,Tb PFK block,Mito fusion act,ASM inhibitor,TCR activator,BCR signal inh,PTAP TSG101 blk,Eya2 inh
CCCc1cc(C(=O)Nc2sc(C)c(CC)c2C#N)no1,-8,24%,6%,16%,0%,-1%,-3%,-5%,u,-8%,10%
Cc1cccc(NC(=O)CSCC(=O)Nc2sccc2C#N)c1,-2,6%,5%,-16%,-1%,1%,-2%,1%,2%,5%,-19%
Cc1ccc(NC(=O)CCNC(=O)c2ccc([N+](=O)[O-])cc2)cc1S(=O)(=O)N1CCOCC1,4,u,-3%,u,0%,0%,-3%,4%,-7%,0%,13%
CCOC(=O)C(C)Sc1nnc(Cc2cc(=O)[nH]c(=O)[nH]2)n1-c1cccc(OC)c1 (stereo not given),3,11%,4%,-5%,-4%,4%,3%,2%,1%,-4%,5%
Cc1cccc(NC(=O)C2Cc3ccccc3CN2C(=O)OCc2ccccc2)c1C (stereo not given),2,-8%,4%,-4%,0%,25%,-1%,-4%[46.1 µM],-5%,1%,-3%
Cc1ccc(S(=O)(=O)Nc2cccc(C(=O)NCc3ccccn3)c2)cc1F,2,u,-1%,-10%,3%,-7%,-2%,4%,-18%,-1%,3%
O=C(CCCn1c(=S)[nH]c2cc3c(cc2c1=O)OCO3)N1CCN(c2ccc(Cl)cc2)CC1,-6,23µM*,2%,-31%,2%,-6%,-16%,-1%,4%,-3%,5%
C/C(=N\NC(=O)C1CC1)c1ccc2c(c1)OCCO2,3,u,3%,0%,-4%,-6%,-5%,-1%,-11%,1%,-16%
N#Cc1cc2c(nc1SCc1ccc(Cl)nc1)CCCCC2,-49,16%,-1%,-3%,0%,u,-4%,2%,u,9%,4%
O=C(Nc1nnc(COc2ccc(Br)cc2)s1)c1ccco1,4,7%,2%,4%,-10%,3%,-1%,-8%,14%,0%,-4%
CCOC(=O)c1csc(NC(=O)CSc2nnnn2-c2cccc(OC)c2)n1,-6,5%,x,1%,-4%,3%,-1%,-2%[46.1 µM],u,-2%,2%
C=C(C)C(=O)Nc1nnc(-c2ccccc2C)s1,9,-7%,7%,-33%,0%,-2%,-3%,3%,-1%,-5%,3%
Cc1ccnc(N2CCN(C(=O)CSc3nc4ccccc4nc3N3CCC(C)CC3)CC2)c1,-30,21µM*,3%,0%,0%,8%,-2%,-2%,10%,3%,-14%
COc1ccc(S(=O)(=O)N2CC3CCCN3c3cc(C(F)(F)F)ccc32)cc1 (stereo not given),-23,12%,1%,3%,5%,-11%,-10%,-1%,5%,-4%,3%
COC(C[C@@H](O)C[C@H](O)[C@@H](C)OCc1ccccc1)OC,3,22%,-6%,3%,1%,7%,6%,6%,u,-4%,9%
O=[N+]([O-])c1ccc(/C=N/N=C/c2ccc([N+](=O)[O-])o2)o1,9,u,-7%,-26%,-2%,-7%,-2%,-3%,u,-2%,23%
CC(=O)c1sc(NC(=O)COc2ccc(C(C)C)c(C)c2)nc1C,-6,10%,-3%,11%,1%,5%,-5%,-3%,3%,1%,14%
O=C(NCC(Cl)c1ccc2ccccc2c1)c1c(F)cccc1F (stereo not given),3,u,20µM*,-17%,11%,34%,3%,2%,u,-4%,-2%
CC1=C(C#N)CCC(=O)N1Cc1ccc(C)cc1,-9,1%,-6%,-4%,-3%,2%,0%,-8%,0%,-6%,-31%
CC(C)N(Cc1nc(-c2ccc(Cl)cc2)no1)C(=O)CN(C)S(=O)(=O)c1ccc(Cl)cc1,-13,u,25%,20%,-2%,u,-19%,x,15%,3%,-21%
Cc1nn(-c2ccccc2)c(C)c1NC(=O)COC(=O)Cc1cccc(C(F)(F)F)c1,2,8%,x,-8%,-11%,10%,0%,-1%,0%,-1%,-3%
Cc1ccccc1N=C1c2ccccc2C(=O)C1[N+](=O)[O-] (stereo not given),-2,-3%,0%,-17%,5%,0%,-3%,7%,u,-5%,-3%
CCC(c1nnnn1CCOC)N1CCN(c2cccc(C(F)(F)F)c2)CC1 (stereo not given),0,5%,4%,4%,-1%,0%,-1%,-2%,2%,-6%,3%
c1ccc(Oc2nnc(-c3cccs3)c3ccccc23)cc1,-8,-3%,-5%,-30%,3%,11%,0%,8%[46.1 µM],u,-3%,5%
CC1=NNC(=O)C1CC(=O)N/N=C/c1sccc1C (stereo not given),1,u,4%,15%,0%,5%,9%,-4%,-6%,-2%,-5%
# (continued)
SMILES,TSHR antagonist,ELG1 DNA repair,A-T KAP1 phos,Integrin act MD,Tb PFK block,Mito fusion act,ASM inhibitor,TCR activator,BCR signal inh,PTAP TSG101 blk,Eya2 inh
CC(=O)N1CCN(S(=O)(=O)c2ccc3c(c2)CC(=O)N3)CC1,24,11%,-15%,15%,-11%,1%,1%,-4%,u,-2%,19%
CN1CC(=O)N=C1N,8&-11,21%&0%,5%&6%,x,-7%&-7%,3%&1%,2%&5%,-2%&-7%,-6%&2%,1%&-2%,0%&7%
COCCCN1CC(=O)N2Cc3[nH]c4ccccc4c3C[C@H]2C1=O,-15,-5%,13%,8%,-1%,8%,2%,10%,0%,-2%,1%
CCn1c(SCCOc2ccc(OC)cc2)nnc1C(CO)NC(=O)c1ccc(OC)cc1 (stereo not given),1,-16%,5%,4%,-6%,-1%,2%,0%,0%,0%,-3%
Cc1ccc(C)c(NS(=O)(=O)c2c(C)ccc3nsnc23)c1,-4,-8%,4%,u,3%,6%,-1%,-1%,-1%,-1%,-10%
CC1=C(C(=O)NCc2ccc3c(c2)OCO3)C2(CCC(C)CC2)OC1=O (stereo not given),-3,-1%,6%,-28%,-9%,1%,-2%,8%,3%,-3%,-13%
Cc1ccc(CN2CCCN(Cc3ccc(F)cc3Cl)S2(=O)=O)cc1,-3,20%,4%,5%,0%,-10%,-2%,-2%,-1%,-2%,-4%
CCN(CCn1cccn1)Cc1c(C(=O)N2C[C@@H](C)O[C@@H](C)C2)nc2ccc(Cl)cn12,25,8%,1%,-11%,-1%,-6%,2%,-6%,7%,0%,12%
COc1cc2nc(NC(=O)c3ccc(Cl)cc3)[nH]c(=O)c2cc1OC,x,x,x,u,x,-4%,-2%,-10%,x,-2%,x
C=CCCCCCCCCC(=O)NNC1CC(=O)N(c2ccccc2)C1=O (stereo not given),-2,1%,-2%,-14%,4%,0%,-6%,-2%,8%,-3%,3%
Cc1coc2c1c(C)cc1oc(=O)c(CC(=O)NCCCCCC(=O)O)c(C)c12,-3,3%,-3%,5%,1%,5%,32%[activator],-1%,7%,-1%,6%
Cc1ccsc1/C=C1/SC(=O)N(CC(=O)N2CCOCC2)C1=O,22,u,-4%,-4%,0%,3%,-3%,0%,-3%,0%,-8%
COc1cc(N2CCCC2)ccc1[N+](=O)[O-],19,7%,0%,-7%,-4%,x,-9%,2%[46.1 µM],-1%,0%,-5%
O=C(OCc1ccc(Br)cc1F)c1cc2ccccc2oc1=O,3,6%,-2%,0%,-15%,-7%,-4%,-8%,9%,0%,14%
Cc1cc(C)c(C#N)c(N2CCOCC2)n1,39,u,-2%,-7%,-6%,-1%,4%,-4%[46.1 µM],-8%,-5%,4%
COc1ccc(CSc2nc(O)cc(=O)n2CC(C)C)cc1F,12,6%,1%,u,-1%,11%,10%,9%,-10%,0%,10%
CCOC(=O)C1CCN(C(=O)COC(=O)CCOc2ccc(C)cc2)CC1,18,7%,3%,10%,-2%,1%,2%,7%,4%,-8%,0%
CCOc1ccc(CN(C)C(C)C(=O)NCCc2ccc(F)cc2)cc1 (stereo not given),1,u,-4%,-35%,-15%,-23%,-2%,-2%,1%,-1%,-2%
COc1ccc(OC)c(S(=O)(=O)NCC(c2ccc3c(c2)OCO3)N2CCOCC2)c1 (stereo not given),-2,3%,0%,-7%,-4%,-3%,1%,-1%,u,2%,12%

# Not a hit list; overall some 3.2% were active at least once.
